From PubChem BioAssay
Rab9 prom act: activates the Rab9 promoter. Huh7 Rab9 promoter-luciferase reporter, luminescence, 24 h. Potency, µM (titrated, usually from 9.22 µM), for inactives: at the highest dose activation, negative = inhibition, actives largely listed as activators. hit rate 2.8% among 320,000; also: potency is read from the fitted curve at half-maximal effect; % of control where 0% means no effect; nearly all actives have a fitted effect of over 60% in size
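Steps: seed 1500 Huh7 Rab9-luc cells per well, rest 2 h at 37 °C; add compound in DMSO; incubate 24 h; add luciferase reagent, 10 min ambient; read luminescence.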
VP16 counter: inhibits Gal4-VP16 luciferase reporter, ROR gamma counter-screen | hit rate 3.5% among 310,000 | Potency, µM (highest dose often 53.6 µM), inactives show at the highest dose activity, negative = inhibition, most hits filed as inhibitors | AID 2546 | Drosophila S2 Gal4-VP16 UAS-luciferase, luminescence, 20 h;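 also: Gal4-VP16 expression switched on by copper sulfate through the metallothionein promoter; potency is read from the fitted curve at half-maximal effect; % is scaled to controls: 0 for no effect and ±100 for the full control effect; nearly all actives have a fitted effect of over 50% in size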
BRCA1 expr up: increases BRCA1 expression | MCF7-BRCA1-FFLuc reporter, luminescence, 48 h; response scale: scaled: vehicle 0%, 10 µM genistein 100% | Potency, µM (titrated, usually from 46.1 µM), without a hit: at the highest dose activation, usual class: activators | hit rate 1.1% among 380,000 | AID 624202; also: potency is read from the fitted curve at half-maximal effect; nearly all actives have a fitted effect of over 80% in size; some results filed as inactive show a strong effect at the top dose
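Activators of BRCA1 expression were detected as increased firefly luciferase luminescence in engineered MCF7 cells after 48 h compound incubation. Signals were scaled to genistein 10 microM as full activation.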
FLuc modulator: firefly luciferase modulation, counter-screen for miR-21 project. purified FLuc, Km substrates, luminescence inhibition. P08659. Potency, µM (highest dose often 57.5 µM), for inactives: at the top dose activity change, negative = inhibition, most hits filed as inhibitors. hit rate 6.9% among 360,000;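 also: potency is read from the fitted curve at half-maximal effect; plate controls were vehicle for no effect and reference inhibitor for full effect; nearly all actives have a fitted effect of over 55% in size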
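Purified P. pyralis luciferase, 10 nM final, with Km-level 10 uM D-luciferin and 10 uM ATP in 50 mM Tris acetate pH 7.5, 10 mM Mg acetate, 0.01% Tween-20, 0.05% BSA; 6-point qHTS titration about 60 µM downward; luminescence read.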
TRPV1 ag: agonists of human vanilloid receptor 1 (TRPV1) | activation, % at 8.33 µM | hit rate 0.19% among 320,000 | Q8NER1 | TRPV1-expressing cells, Fluo-8 calcium influx, agonist mode | AID 540275; in the data active = activation above about 80%; inconclusive = between about 30% and that limit; also: 0% is about no effect
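Fluo-8 calcium influx in TRPV1-expressing cells, kinetic read (ex 480/em 520 nm). Compound added and read 3 min for agonist activity, followed by capsaicin at EC20 final and 2 min further read for enhancement.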
ELG1 DNA repair: ELG1-dependent DNA repair inhibition. HEK293T ELG1-luciferase reporter, luminescence, 16 h; DNA damage induced by 5-fluorouridine. Potency, µM (titrated, usually from 46.1 µM), for the others: at the highest dose activity change, negative = inhibition, usual class: inhibitors. hit rate 2.3% among 330,000. AID 504467; also: potency is read from the fitted curve at half-maximal effect; % is scaled to controls: 0 for no effect and ±100 for the full control effect; nearly all actives have a fitted effect of over 55% in size
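Step one: seed 2,000 cells per well. Step two: pin-transfer compound or DMSO alongside 5-fluorouridine. Step three: incubate 16 hr, 37 °C, 5% CO2. Step four: add ONE-Glo, wait 30 min, read luminescence.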
Tb PFK block: inhibitors of T. brucei phosphofructokinase; T. brucei PFK, ADP-Glo luminescence; Potency, µM (series often up to 57.5 µM), for the others: at the top dose activity, negative = inhibition, actives largely listed as inhibitors; hit rate 0.17% among 330,000; AID 485367;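 also: potency is read from the fitted curve at half-maximal effect; 0% = uninhibited 1x PFK enzyme wells and -100% = no-enzyme wells; nearly all actives have a fitted effect of over 60% in size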
Target sequence (O15648 whole entry, looked up): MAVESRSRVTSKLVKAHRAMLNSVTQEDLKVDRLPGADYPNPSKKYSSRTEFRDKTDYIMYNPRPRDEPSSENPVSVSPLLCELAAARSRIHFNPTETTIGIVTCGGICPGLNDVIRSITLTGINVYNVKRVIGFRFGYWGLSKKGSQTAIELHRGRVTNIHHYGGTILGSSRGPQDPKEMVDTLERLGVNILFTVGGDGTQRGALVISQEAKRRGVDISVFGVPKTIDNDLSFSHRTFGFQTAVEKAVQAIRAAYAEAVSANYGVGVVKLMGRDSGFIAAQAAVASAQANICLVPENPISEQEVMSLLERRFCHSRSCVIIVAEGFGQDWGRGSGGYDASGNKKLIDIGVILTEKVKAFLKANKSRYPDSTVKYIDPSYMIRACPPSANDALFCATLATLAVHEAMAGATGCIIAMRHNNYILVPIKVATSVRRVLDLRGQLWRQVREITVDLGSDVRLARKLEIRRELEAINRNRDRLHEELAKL
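Compounds were pin-transferred as a titration series up to 57 uM into substrate buffer (0.5 mM F6P, 0.1 mM ATP, pH 8.0), then 1.25 nM PFK was added and reactions ran 45 min before ADP-Glo detection.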
RORg inh: ROR gamma (mouse) transcription inhibition; P51450; Drosophila S2 Gal4-RORgamma UAS-luciferase reporter, 20 h; Potency, µM (series often up to 53.6 µM), for inactives: at the top dose activity change, negative = inhibition, usual class: inhibitors; hit rate 5.4% among 310,000; also: potency is read from the fitted curve at half-maximal effect; % is scaled to controls: 0 for no effect and ±100 for the full control effect; nearly all actives have a fitted effect of over 60% in size
Target sequence (P51450 whole entry, looked up, the tested form may be a part): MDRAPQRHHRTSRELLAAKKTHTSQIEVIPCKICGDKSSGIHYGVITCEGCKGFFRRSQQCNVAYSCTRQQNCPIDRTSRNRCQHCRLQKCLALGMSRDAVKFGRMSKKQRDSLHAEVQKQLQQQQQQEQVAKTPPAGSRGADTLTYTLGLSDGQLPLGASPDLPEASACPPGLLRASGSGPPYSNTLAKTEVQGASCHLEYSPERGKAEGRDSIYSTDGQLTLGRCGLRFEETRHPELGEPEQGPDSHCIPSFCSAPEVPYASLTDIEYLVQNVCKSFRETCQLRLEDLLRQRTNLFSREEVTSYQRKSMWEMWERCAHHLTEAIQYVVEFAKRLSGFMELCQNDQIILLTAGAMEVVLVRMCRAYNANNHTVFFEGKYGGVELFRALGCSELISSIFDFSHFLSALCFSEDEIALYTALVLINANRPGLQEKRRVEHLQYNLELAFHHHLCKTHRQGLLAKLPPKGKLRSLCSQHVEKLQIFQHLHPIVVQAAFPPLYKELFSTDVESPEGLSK
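ROR gamma transcriptional activity was tracked as Gal4-UAS luciferase output in stably transfected Drosophila Schneider cells, with compound added 1 hr before 700 uM copper sulfate induction and a 20 hr ambient-temperature incubation.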
p53 reactivator: mutant p53 re-activation in reporter cells; hit rate 0.063% among 320,000; H1299 p53-A138V BP100-luciferase reporter, luminescence, 24 h; AID 504706; Potency, µM (top dose mostly 92.2 µM), inactives show at the highest dose activity change, positive = activation, usual class: activators; also: potency is read from the fitted curve at half-maximal effect; % of control where 0% means no effect; nearly all actives have a fitted effect of over 45% in size
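H1299 (p53-null), stable ts p53-A138V + BP100-Luc; 1000 cells/well, Opti-MEM/10% FBS; cpd 4 pt, 1:5; 24 h, 37 deg C, 5% CO2; detection reagent 10 min RT; luminescence.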
NPC1 promoter act: NPC1 promoter activation; Huh7 NPC1 promoter luciferase reporter, 24 h; Potency, µM (top dose mostly 9.22 µM), for inactives: at the highest dose activation, actives largely listed as activators; hit rate 2.4% among 320,000; AID 485313;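 also: potency is read from the fitted curve at half-maximal effect; % of control where 0% means no effect; nearly all actives have a fitted effect of over 60% in size; reporter is driven by a mutant NPC1 promoter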
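Cells: Huh7 expressing luciferase under the NPC1 promoter, 1500/well. Seeded 2 h, compound added, incubated 24 h at 37 °C. Luciferase reagent, 10 min ambient, then luminescence.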
ELG1 genotox: genotoxicity induction in ELG1-luciferase HEK293T cells. HEK293T ELG1-luciferase reporter, luminescence, 16 h. Potency, µM (titrated, usually from 46 µM), for the others: at the highest dose activity change, positive = activation, most hits filed as activators. hit rate 1.3% among 330,000. AID 504466; also: potency is read from the fitted curve at half-maximal effect; % of control where 0% means no effect; nearly all actives have a fitted effect of over 60% in size
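16 hr compound incubation (37 °C, 5% CO2) of HEK293T cells carrying luciferase-tagged ELG1; luciferase then measured by ONE-Glo luminescence after 30 min at RT.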
* = called active by the depositor; ? = inconclusive; . = not tested or not shown; [ ] = remark or other dose. Unless noted, calls follow the shape of the dose curve; as a rule, active = well fitted curve in the direction sought with a large enough effect; inconclusive = small, poorly fitted or top-dose-only effect, or another doubt; inactive = no such curve, though single readings can be large; an effect the other way counts as inactive or inconclusive. An unsorted share of the library; about 15% have a hit in one of these screens.

SMILES	Rab9 prom act	VP16 counter	BRCA1 expr up	FLuc modulator	TRPV1 ag	ELG1 DNA repair	Tb PFK block	RORg inh	p53 reactivator	NPC1 promoter act	ELG1 genotox
O=C(CSc1nnc(-c2ccc(Cl)cc2)n1CC1CCCO1)NC1CCS(=O)(=O)C1 (centres undefined)	3%	11%	8%	-2%	0	-7%	-7%	-16%	-5%	-1%	-6%
COC(=O)/C=C(\C)NC(=O)c1cccs1	-5%	17%	2%	-1%	11	-1%	-8%	12%	1%	-8%	-2%
O=C(Cn1ccc2ccccc2c1=O)NCC(=O)N1CCCCC1	8%	-2%	-12%	0%	-2	16%	2%	-4%	18%	-2%	3%
CCOc1ccc(S(=O)(=O)N2CCN(C(=O)c3ccc(-n4cncn4)c([N+](=O)[O-])c3)CC2)cc1	-6%	.	-31%	5%	-4	-13%	-9%	.	10%	-2%	-1%
COc1ccc(NC(=O)c2ccc(S(=O)(=O)N3CCOCC3)cc2)c(OC)c1	1%	7%[0.365 µM]	2%	3%	7	11%	-3%	4%	-3%	-1%	3%
CCCCC(C(=O)O)C(C)CC(=O)Nc1cccc(C(=O)O)c1 (centres undefined)	10%	-3%	-16%	2%	1	-1%	3%	-14%	-7%	-2%	-3%
COc1cc(NS(=O)(=O)c2csc(C(N)=O)c2)cc(OC)c1	6%	-4%	4%	0%	-4	-5%	-2%	1%	-1%	-5%	1%
Cc1nnc(NC(=O)c2ccc(S(=O)(=O)N3CC(C)CC(C)C3)cc2)o1 (centres undefined)	6%	1.4µM*	-47%	1%	1	?	-8%	1.4µM*	4%	3%	-16%
CC(C)OC(=O)CCCN1C(=O)c2ccc(N)cc2C1=O	-6%	-24%	-25%	-11%	1	22%	-2%	-19%	-2%	-2%	-2%
O=C(O)c1ccccc1-c1ccccc1C(=O)NNc1ccc([N+](=O)[O-])cc1	-3%	-7%	-17%	2%	1	-18%	-1%	14%	-1%	1%	-1%
CC1CC(C)CN(S(=O)(=O)N2CCCC(C(=O)NCc3ccccc3Cl)C2)C1 (centres undefined)	0%	-12%	-2%	1%	?	0%	-3%	-31%	-8%	1%	-5%
COC(=O)c1cnc(SC)nc1C	-9%	11%[0.365 µM]	12%	4%	5	6%	-3%	?	1%	-6%	-4%
NC(=O)Nc1ccc(C(=O)OCC(=O)Nc2cccc(S(=O)(=O)NC3=NCCCCC3)c2)cc1	1%	-4%	-5%	-10%	0	9%	-11%	-21%	4%	3%	2%
Oc1ccc(F)cc1-c1cc(-c2ccc3c(c2)OCCO3)n[nH]1	1.8µM*	?	?	2.4µM*	2	?	1%	?	?	3.2µM*	?
Cn1c(SCC(=O)Nc2cccc(F)c2)nnc1-c1cc2ccccc2o1	-4%	-6%	3%	-2%	1	?	2%	9%	?	1%	?
CCCCC1C(=O)CC[C@H]2[C@@H]1CC(=O)[C@@H]2C/C=C\CCCC(=O)O (some centres undefined)	1%	-27%	-26%	6%	2	-12%	-1%	-25%	-2%	-1%	9%
Cc1ccc(/C=N/NC(=O)c2nnn(-c3nonc3N)c2CNc2ccccc2)cc1	0%	-11%	-11%	2%	2	21%	-6%	-36%	-1%	-5%	.
Cc1ccc(-n2nc(C)c(C(=O)Nc3cccc(C(=O)NC4CC4)c3)n2)c(C)c1	-2%	.	-21%	-16%	23	?	18%	.	-7%	1%	-2%
Cc1ccc(NC(=O)c2oc3ccccc3c2NC(=O)C2CC2)cc1	-4%	3%	15%	-10%	?	1%	1%	9%	5%	0%	-2%
Cc1cc(=O)c(C(=O)O)cn1-c1ccc(C(C)C)cc1	3%	2%	1%	-1%	1	-18%	-3%	-21%	1%	-8%	-2%
COc1ccc(CC(=O)NC2CC2)cc1OC	-2%	11%	-3%	-2%	1	-6%	2%	-5%	-1%	0%	-1%
COCCn1c(COc2ccc(Cl)cc2)nnc1SCC(N)=O	2%	.	-31%	0%	-3	3%	-14%	-13%[0.365 µM]	8%	-1%	-2%
COc1cc2c(cc1OC)C(c1ccccc1)N(C(=O)c1ccccc1)CC2 (centres undefined)	0%	5%	-40%	4%	9	-8%	1%	7%[1.91 µM]	.	-5%	-1%
O=C(CN1CCN(c2ccccc2)CC1)Nc1ccccc1Sc1ccccc1	-1%	-15%	-50%	2%	0	?	7%	?	0%	0%	-9%
O=C(CSCc1ccccc1)N1CCN(Cc2ccc3c(c2)OCO3)CC1	-3%	5%	-15%	-2%	16	-7%	2%	8%	-9%	1%	-3%
Cc1cc(C)n2nc(C(=O)N(C)c3c(N)n(Cc4ccccc4)c(=O)[nH]c3=O)nc2n1	-1%	.	10%	0%	1	-25%	0%	.	-4%	1%	4%
Cc1ccc(C(=O)N/C(=C/c2ccco2)C(=O)OCN2C(=O)c3ccccc3C2=O)cc1	-3%	?	3%	11µM*	1	16%	2%	10%	-6%	-2%	2%
COc1cccc(N2CCN(c3ccc4nnc(CCC(=O)Nc5ncccc5C)n4n3)CC2)c1	4%	-1%	0%	1%	4	-9%	-4%	-2%	-1%	1%	-6%
COc1ccccc1NC(=O)Oc1ccc(NC(=O)c2ccco2)cc1	4%	1%	1%	-14%	-2	?	-14%	6%	6%	3%	12%
O=C(COc1ccc(Cl)cc1)NCc1nnc(SCC(=O)Nc2ccc(F)cc2F)o1	-3%	0%[10 µM]	-1%	3%	0	10%	-1%	18%	3%	-8%	7%
CCCCN1C(=O)C(=O)N(CC(=O)c2cc(C)n(C3CC3)c2C)C1=O	8%	.	?	.	12	?	3%	.	?	13%	6%
Cc1ccc(/C=C/S(=O)(=O)NCCC(=O)NCc2ccccc2F)cc1	.	.	-18%	.	.	-14%	0%	.	7%	.	1%
COc1ccc(-c2nnc(SCC(=O)NCC3CCCO3)n2C)cc1 (centres undefined)	-13%	7%	12%	-2%	-1	-3%	-6%	17%	-1%	-2%	2%
CCOC(=O)C1=NOC(CNC(=O)c2c(-c3ccccc3Cl)noc2C)C1 (centres undefined)	3%	-11%	28%	2%	0	-2%	-3%	-2%	-4%	0%	-1%
O=C(Cn1nnc(-c2ccccc2)n1)N=Nc1c(O)[nH]c2ccccc12	0%	1%	4%	2%	4	5%	1%	-20%	3%	-2%	-1%
COc1ccc(Cl)cc1NC(=O)COC(=O)C1=NNC(=O)CC1	.	.	-9%	.	.	14%	1%	.	-2%	.	2%
CCN(CC)C(=O)C1c2ccccc2Oc2ccccc21	1%	0%	-11%	8%	12	-11%	4%	-35%	.	1%	3%
CC(C)Cc1ccc(C(C)NC(=O)Cc2ccc(S(=O)(=O)N3CCOCC3)s2)cc1 (centres undefined)	1%	.	-57%	4%	15	?	-5%	.	7%	-3%	16%
Cc1c2c(nc3ccccc13)CC(C)(C)CC2=O	0%	2%	-19%	1%	11	11%	2%	-51%	-1%	1%	3%
CCC(=NCCc1c(C)[nH]c2ccccc12)C1=C(O)CC(c2ccccc2)CC1=O (centres undefined)	-22%	-6%	-75%	3%	21	8.2µM*	-3%	41%	-13%	-24%	-6%
Cc1cc(C)c(C#N)c(SCc2[nH]nc3c2C(c2ccc(F)cc2)C(C#N)=C(N)O3)n1 (centres undefined)	-2%	3%	0%	?	0	-3%	0%	-8%	-8%	-6%	-1%
Cc1c(C(=O)OC/C(O)=C(\C#N)c2nc3ccccc3[nH]2)oc2ccc(Br)cc12	0%	-4%	-14%	3%	-1	-3%	0%	-20%	-3%	0%	-1%
CN(C)Cc1c(O)ccc2c1O/C(=C\C=C\c1ccccc1)C2=O	1%	-14%	27%	13µM*	11	13%	0%	13%	-1%	0%	-9%
COCCN(Cc1ccccc1)C(=O)c1ccc(C(=O)c2ccccc2)cc1	-4%	.	-13%	-1%	10	-8%	3%	.	-2%	-1%	-2%
CCCNC(=O)N[C@@H](CCSC)C(=O)OC	-6%	-1%	-4%	1%	0	14%	0%	-13%	0%	1%	0%
O=C(CS(=O)(=O)Cc1ccccc1)Nc1ccc(S(=O)(=O)N2CCCCCC2)cc1	-5%	0%	-30%	-1%	14	-19%	-1%	?	4%	0%	-5%

A draw from above in order of length of the SMILES, falling.
SMILES	Rab9 prom act	VP16 counter	BRCA1 expr up	FLuc modulator	TRPV1 ag	ELG1 DNA repair	Tb PFK block	RORg inh	p53 reactivator	NPC1 promoter act	ELG1 genotox
Cc1c(C(=O)OC/C(O)=C(\C#N)c2nc3ccccc3[nH]2)oc2ccc(Br)cc12	0%	-4%	-14%	3%	-1	-3%	0%	-20%	-3%	0%	-1%
CCCCN1C(=O)C(=O)N(CC(=O)c2cc(C)n(C3CC3)c2C)C1=O	8%	.	?	.	12	?	3%	.	?	13%	6%
CCN(CC)C(=O)C1c2ccccc2Oc2ccccc21	1%	0%	-11%	8%	12	-11%	4%	-35%	.	1%	3%
